GLD-1 TGE inh – GLD-1/TGE RNA complex disruptors, primary screen, biochemical, fluorescence polarization; Female germline-specific tumor suppressor gld-1 (Caenorhabditis elegans), Q17339; purified GLD-1 + fluorescein TGE RNA; inhibition, % at 5.96 µM; hit rate 0.44% among 320,000; AID 2280, 2010;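 active = percent inhibition above a per-plate cutoff, the plate mean of test compounds plus 3 SD, cut at about 30% in these data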;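 also: 0% = DMSO wells with GLD-1 and probe and 100% = wells lacking GLD-1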
Target sequence (Q17339 whole entry, looked up): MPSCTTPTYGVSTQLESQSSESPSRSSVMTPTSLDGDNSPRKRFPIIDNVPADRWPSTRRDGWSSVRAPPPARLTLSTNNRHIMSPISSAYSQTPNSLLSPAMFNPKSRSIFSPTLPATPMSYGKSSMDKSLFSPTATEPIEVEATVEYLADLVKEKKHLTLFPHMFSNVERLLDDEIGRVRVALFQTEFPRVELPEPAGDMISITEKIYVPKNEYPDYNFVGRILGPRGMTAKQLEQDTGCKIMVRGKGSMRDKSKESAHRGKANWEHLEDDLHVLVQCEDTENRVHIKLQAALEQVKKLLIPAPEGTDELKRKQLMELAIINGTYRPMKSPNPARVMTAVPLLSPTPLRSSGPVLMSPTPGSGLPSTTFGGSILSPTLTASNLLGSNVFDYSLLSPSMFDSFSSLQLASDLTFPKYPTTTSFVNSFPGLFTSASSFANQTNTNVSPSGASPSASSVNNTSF
Efflux pump inh – inhibitors of Candida efflux pumps in yeast, primary screen, S. cerevisiae, Nile Red, multiplex. hit rate 0.44% among 330,000. S. cerevisiae Candida pump triplex. inhibition, % at 10 µM;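 active = plate passing quality check with inhibition over a set limit, or well fluorescence over plate mean plus 4 SD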;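 also: Nile Red retained in pooled yeast measured as flow cytometry median fluorescence; 0% = buffer negative control and 100% = Enniatin B positive control; higher means more Nile Red kept so more efflux inhibition; some compounds called inactive have numbers as strong as hits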
Yeast superoxide – reduction of superoxide in aged yeast, primary screen, HTS; S. cerevisiae aged cells, superoxide DHE fluorescence; hits give low values; superoxide response (% of plate mean), % at 10 µM; hit rate 0.18% among 330,000;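 active = superoxide response under a set limit, about three screen SD below normal, cut at about 65% in these data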;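 also: yeast aged for seven days with compound at 30 °C before DHE staining; 100% = average MFI of all compound-treated wells on the plate with controls excluded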
Starred values were filed as active, the others as inactive. The list is partial; the hit share may differ from the screen's.

cpd | Molecule | GLD-1 TGE inh | Efflux pump inh | Yeast superoxide
1 | CCN(C(=O)COc1ccc(C(C)=O)cc1)c1cccc2ccccc12 | 1 | 0.2 | 113
2 | Cc1nc2ccc(NC(=O)C3=NN(C)C(=O)CC3)cc2s1 | 6 | 0.2 | 111
3 | COc1ccc(C(=O)COC(=O)CN2C(=O)C3CC=CCC3C2=O)c(OC)c1 (stereo not drawn) | -1 | -0.2 | 86
4 | CC(C)(CNCc1ccccc1)NS(=O)(=O)c1ccccc1 | 4 | 0.1 | 112
5 | Cc1nn(C)c(C)c1NC(=O)COc1ccc(F)cc1Br | 4 | 0.1 | 97
6 | COC(=O)c1c(-c2ccc(OC)cc2)sc2ccc(-c3ccc4c(c3)OCO4)cc12 | 0 | 0.4 | 86
7 | C[C@H](CO)N1C[C@H](C)[C@@H](CN(C)C(=O)Nc2ccc3c(c2)OCO3)Oc2ccc(NS(=O)(=O)c3ccccc3)cc2C1=O | -2 | 0.0 | 80
8 | CCOc1ccc(S(=O)(=O)/N=C(/Nc2ccc(S(N)(=O)=O)cc2)c2ccccc2)cc1 | 4 | -0.2 | 102
9 | Cc1onc(-c2ccccc2Cl)c1C(=O)Nc1cccc(S(=O)(=O)N2CCOCC2)c1 | -4 | -0.1 | 98
10 | C[C@@H]1CN([C@@H](C)CO)C(=O)Cc2cc(NS(=O)(=O)c3ccccc3)ccc2O[C@H]1CN(C)S(C)(=O)=O | 2 | 0.0 | 105
11 | COC(=O)c1ccc2c(=O)[nH]c(COC(=O)c3[nH]c(C)c(C(C)=O)c3C)nc2c1 | 16 | -0.3 | 93
12 | Cc1[nH]nc(C(F)(F)F)c1CCC(=O)NC1CCCCCC1 | 0 | -0.2 | 107

3 records picked at random from those above:
cpd | Molecule | GLD-1 TGE inh | Efflux pump inh | Yeast superoxide
6 | COC(=O)c1c(-c2ccc(OC)cc2)sc2ccc(-c3ccc4c(c3)OCO4)cc12 | 0 | 0.4 | 86
7 | C[C@H](CO)N1C[C@H](C)[C@@H](CN(C)C(=O)Nc2ccc3c(c2)OCO3)Oc2ccc(NS(=O)(=O)c3ccccc3)cc2C1=O | -2 | 0.0 | 80
1 | CCN(C(=O)COc1ccc(C(C)=O)cc1)c1cccc2ccccc12 | 1 | 0.2 | 113

(next part)
cpd | Molecule | GLD-1 TGE inh | Efflux pump inh | Yeast superoxide
13 | O=C(NNC(=O)c1cc2ccccc2o1)c1ccncc1 | 1 | -0.2 | 100
14 | COCC(C)n1c(C)cc(C(=O)COC(=O)c2nn(C)c(=O)c3ccccc23)c1C (stereo not drawn) | 1 | 0.1 | 89
15 | CC(=O)N1CCN(CC(=O)Nc2cc(S(=O)(=O)N3CCCCC3)ccc2C)CC1 | 9 | 0.3 | 89
16 | Cc1noc(C)c1NC(=O)Nc1cccc2c1O[C@@H](CN(C)C)[C@@H](C)CN([C@H](C)CO)C2=O | 0 | -0.5 | 106
17 | CCN(C[C@H]1N[C@@](C)(C(=O)OC)[C@H]2C(=O)N(Cc3ccccc3)C(=O)[C@@H]12)C(=O)c1ccc(F)cc1 | -1 | 0.0 | 81
18 | CC(C)(C)OC(=O)C[C@@H]1C/C=C\C[C@@H](CC(=O)N(CCO)Cc2ccccc2)C(=O)NCCOC1=O | -1 | -0.1 | 104
19 | C=CC[C@H](CC(=O)N(CCO)Cc1ccccc1)C(=O)N[C@H](COC(=O)[C@@H](CC=C)CC(=O)OC(C)(C)C)c1ccccc1 | 2 | 0.0 | 101
20 | O=C1NCCOC(=O)[C@H](Cc2ccc(F)cc2)C/C=C\C[C@H]1CC(=O)N(CCO)Cc1ccccc1 | 5 | -0.1 | 86
21 | N#Cc1cc([N+](=O)[O-])ccc1NC(=O)COC(=O)C1CCC(=O)N1 (stereo not drawn) | -4 | 0.0 | 103
22 | Cc1noc(C)c1NC(=O)N(C)C[C@@H]1Oc2ccc(NC(=O)Cc3cn(C)c4ccccc34)cc2CC(=O)N([C@H](C)CO)C[C@@H]1C | 2 | 0.1 | 95
23 | C[C@H]1CN([C@@H](C)CO)C(=O)c2cc(NS(=O)(=O)c3ccc(Cl)cc3)ccc2O[C@@H]1CN(C)CC1CCCCC1 | 6 | -0.1 | 101
24 | COc1ccc(OC)c(C(=O)COC(=O)c2ccc([N+](=O)[O-])o2)c1 | 6 | 0.5 | 99
25 | CC(C)[C@H](NC(=O)c1ccccc1F)C(=O)OCC(=O)NC(=O)NC1CCCCC1 | 3 | -0.1 | 88
26 | Cc1ccc(S(=O)(=O)Nc2ccccc2N2CCCCC2)cc1 | 4 | 0.3 | 108
27 | COc1cccc(NC(=O)COC(=O)CC2CC3CCC2C3)c1 (stereo not drawn) | 5 | 0.1 | 95
28 | COc1ccc(C2=Nn3c(nnc3-c3ccccc3OC)SC2)cc1OC1CCOC1 (stereo not drawn) | 4 | -0.1 | 112
29 | O=C(CSc1nnnn1C1CC1)Nc1cc(S(=O)(=O)N2CCCC2)ccc1Cl | 5 | -0.1 | 81
30 | C[C@H](CO)N1C[C@H](C)[C@@H](CN(C)C(=O)NC2CCCCC2)Oc2c(NS(=O)(=O)c3cn(C)cn3)cccc2C1=O | 3 | -0.5 | 93
31 | O=C(OCC(=O)N1CCN(C(=O)c2ccco2)CC1)c1cc(F)c(F)cc1Cl | -3 | 0.5 | 111
32 | Cc1ccc2c(c1)[C@H]1[C@H](CO2)[C@H](c2ccccc2)[C@]2(C)C(=O)Nc3cc(F)ccc3C(=O)N12 | 1 | -0.2 | 117
33 | C[C@H](CO)N1C[C@H](C)[C@@H](CN(C)C(=O)Nc2ccccc2)Oc2ccc(NC(=O)Nc3ccc4c(c3)OCO4)cc2C1=O | 3 | -0.3 | 93
34 | O=C(C[C@@H]1C/C=C\CCC(=O)OC[C@@H]2CCCN2C1=O)N[C@H](CO)Cc1ccccc1 | -1 | -0.2 | 84
35 | CC(=O)OC[C@H]1O[C@@H](Oc2cc(O)cc3oc(-c4ccc(O)cc4)cc(=O)c23)[C@H](O[C@@H]2O[C@@H](C)[C@H](O)[C@@H](O)[C@H]2O)[C@@H](O)[C@@H]1O | 4 | -0.5 | 98
36 | CC(=NNC(=O)c1cc(C)oc1C)c1ccc(Br)s1 | -2 | -0.1 | 80
37 | COCCOc1cc(NCc2ccccc2)c2ncn(C(C)C)c2c1 | 3 | 0.1 | 144
38 | COc1ccc(NS(=O)(=O)c2cc(C(=O)N3CCCCCC3)ccc2C)cc1 | -2 | -0.1 | 92
39 | O=C(COC(=O)c1cccc(OC(F)F)c1)Nc1cccc(S(=O)(=O)N2CCCC2)c1 | 1 | -0.2 | 82
40 | NS(=O)(=O)c1cccc(NC(=O)COC(=O)c2ccccc2SCC(=O)N2CCCC2)c1 | -1 | -0.2 | 110
41 | COc1ccccc1NS(=O)(=O)c1cccc(C(=O)NNC(=O)C(C)NC(=O)c2ccco2)c1 (stereo not drawn) | 1 | -0.2 | 91
42 | COc1cc(N)c(Cl)cc1C(=O)OCC(=O)NCC1CCCO1 (stereo not drawn) | 0 | 0.1 | 94
43 | COc1ccc(S(=O)(=O)N(C)C[C@H]2Oc3ccc(NC(=O)CCC(F)(F)F)cc3C(=O)N([C@H](C)CO)C[C@@H]2C)cc1 | 0 | 0.5 | 128
44 | Cn1nc(C(=O)NNC(=O)c2cccc(Cl)c2)ccc1=O | 4 | 0.0 | 105
45 | Cc1noc(C)c1C(=O)OCC(=O)Nc1ncc(C(F)(F)F)cc1Cl | 3 | 0.0 | 82
46 | Cc1ccc(C(=O)OCC(=O)N2c3ccccc3NC(=O)C2(C)C)cc1S(=O)(=O)N1CCCCC1 | 2 | 0.1 | 86
47 | CC1Cc2ccccc2N1S(=O)(=O)c1cccc(C(=O)NCc2ccco2)c1 (stereo not drawn) | -1 | 0.0 | 118
48 | COc1ccc(NC(=O)Cn2ccc(C(F)(F)F)n2)cc1S(=O)(=O)N1CCOCC1 | 2 | 0.1 | 112

3 of the entries above in order of their number in GLD-1 TGE inh, lowest first.
item | smiles | GLD-1 TGE inh
41 | COc1ccccc1NS(=O)(=O)c1cccc(C(=O)NNC(=O)C(C)NC(=O)c2ccco2)c1 (stereo not drawn) | 1
46 | Cc1ccc(C(=O)OCC(=O)N2c3ccccc3NC(=O)C2(C)C)cc1S(=O)(=O)N1CCCCC1 | 2
45 | Cc1noc(C)c1C(=O)OCC(=O)Nc1ncc(C(F)(F)F)cc1Cl | 3

Other records:
cpd | Molecule | GLD-1 TGE inh | Efflux pump inh | Yeast superoxide
49 | O=C(O)c1ccc(-c2noc(-c3cccc(Cl)c3)n2)cc1 | 9 | -0.7 | 94
50 | COC(=O)CN1C(=O)[C@H]2[C@@H](/C=C/c3ccccc3)N3C(=O)CN(Cc4ccc(-c5ccccc5)cc4)C(=O)[C@@]3(C)[C@H]2C1=O | 3 | 0.0 | 107
51 | COC(=O)c1cc(C(=O)OCC(=O)N2CCCCC2)cc([N+](=O)[O-])c1 | 3 | -0.1 | 134
52 | CC(C)CC1(C)NC(=O)N(CC(=O)Nc2ccccc2Br)C1=O (stereo not drawn) | -8 | -0.1 | 115
53 | CC1CCCCN1C(=O)CSc1nnc2ccccn12 (stereo not drawn) | 10 | 0.1 | 99
54 | CN(c1ccccc1)S(=O)(=O)c1cccc(NC(=O)CSc2nccc(=O)[nH]2)c1 | 4 | 0.0 | 93
55 | CCc1cc2c(SC(C)C(=O)NC3CCCC3)ncnc2s1 (stereo not drawn) | -1 | -0.1 | 80
56 | CN(C(=O)CSc1nnc(-c2ccc(Cl)cc2)n1C)C1CCS(=O)(=O)C1 (stereo not drawn) | 1 | 0.2 | 87
57 | O=C(COC(=O)Cn1ccc(=O)[nH]c1=O)Nc1ccc(F)cc1 | 5 | 0.3 | 134
58 | CC(C)(C)[C@H]1COC(=O)CC/C=C\C[C@@H](CC(=O)N(CCO)Cc2ccccc2)C(=O)N1 | 3 | -0.2 | 102
59 | O=C(Nc1ccc(N2CCOCC2)cc1)c1ccc2ncsc2c1 | -1 | 0.1 | 111
60 | CC[C@@]1(C(=O)OC)N[C@H](CN(C)C(=O)Nc2ccccc2)[C@@H]2C(=O)N(C)C(=O)[C@@H]21 | 1 | -0.2 | 101

Next part.
No.	compound	GLD-1 TGE inh	Efflux pump inh	Yeast superoxide
61	COc1ccc(C(=O)NCC(=O)Nc2cccc(S(=O)(=O)N3CCCC3)c2)cc1	-1	-0.2	93
62	C[C@H](CO)N1C[C@H](C)[C@@H](CN(C)C(=O)NC2CCCCC2)Oc2ccc(NS(C)(=O)=O)cc2C1=O	5	0.1	116
63	CCN(C(=O)COc1cccc(-n2cnnn2)c1)C1CCS(=O)(=O)C1 (stereo not drawn)	0	-0.2	76
64	CCOC(=O)[C@H]1[C@H]2COc3ccc(Br)cc3[C@@H]2N2C(=O)CN(Cc3ccc(Cl)cc3)C(=O)[C@@]12C	4	-0.3	121
65	O=C(COC(=O)/C=C/c1cccc(F)c1)Nc1cccc(S(=O)(=O)NC2=NCCCCC2)c1	4	-0.2	86
66	C[C@H](NC(=O)c1ccc(C(C)(C)C)cc1)C(=O)N1CCOCC1	0	0.3	114
67	CCCn1c(CCl)nc2cc(S(=O)(=O)N3CCOCC3)ccc21	-1	0.0	121
68	CC1CC(C)CN(C(=O)CSc2n[nH]c(N)n2)C1 (stereo not drawn)	2	0.0	115
69	C=CC[C@@H](CC(=O)N[C@@H](CO)Cc1ccccc1)C(=O)N[C@H](COC(=O)[C@@H](CC=C)Cc1ccc(F)cc1)Cc1c[nH]c2ccccc12	7	-0.2	94
70	O=C(NS(=O)(=O)Nc1ccccc1)C1=C(N2CCCC2)COC1=O	6	-0.2	87
71	Nc1cc(S(=O)(=O)N2CCOCC2)ccc1N1CCOCC1	-5	-0.3	106
72	Cc1cc(=O)oc2cc(OCC(=O)N3c4ccccc4NC(=O)C3(C)C)ccc12	-2	0.1	77
73	O=C(OCC(=O)N1CCN(C(=O)c2ccco2)CC1)c1ccc(Cl)nc1	5	-0.2	112
74	CN(Cc1ccccc1)S(=O)(=O)c1ccc(Cl)c(C(=O)OCC(=O)NC2CCS(=O)(=O)C2)c1 (stereo not drawn)	5	0.2	106
75	CC(C)(C)OC(=O)C[C@H]1C/C=C\C[C@H](CC(=O)NCCO)C(=O)N[C@@H](c2ccccc2)COC1=O	1	0.0	101
76	Cc1ccc(S(=O)(=O)NCC(=O)Nc2cccnc2)cc1C	4	-0.1	107
77	CC(OC(=O)c1ccc(NC(=O)CC#N)cc1)C(=O)NC(c1ccccc1)c1ccccc1 (stereo not drawn)	-22	0.5	90
78	Cc1ccc(C)c(SCC(=O)N(C)C2CCS(=O)(=O)C2)c1 (stereo not drawn)	3	-0.1	120
79	CCOC(=O)[C@@H]1[C@H]2COc3ccccc3[C@H]2N2C(=O)N(c3cccc(C)c3)C(=O)[C@]12C	1	0.5	83
80	O=c1cc(-c2ccccc2)oc2cc(O)c(O)c(O)c12	-1	-0.4	68
81	COCCN(CCOC)S(=O)(=O)NC[C@H]1O[C@@H](n2cnc3c(N)ncnc32)[C@H](O)[C@@H]1O	-1	-0.5	98
82	COc1ccc(CCNC(=O)COC(=O)c2cc3ccccc3oc2=O)cc1OC	0	-0.3	96
83	CC(=O)N1CCN(c2ccc(NCc3ccc(-c4ccc(Br)cc4)o3)cc2)CC1	4	0.0	79
84	N#Cc1ccc(C(=O)NNC(=O)c2cccc(S(=O)(=O)N3CCOCC3)c2)cc1	3	0.1	87
85	CC1CCCC(C)N1C(=O)COc1cccc(Oc2ccccc2)c1 (stereo not drawn)	5	-0.2	89

Screening results from PubChem.
